HTR1E antagonist – 5-HT1E (human) receptor antagonism | CHO 5-HT1E Ga15 NFAT-bla reporter, FRET, antagonist | hit rate 0.99% among 65,000 | inhibition, % at 6 µM | P28566 | AID 571;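 active means inhibition above a set limit, the mean inhibition across every tested compound plus 3 SD, cut at about 29% in these data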;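 further: signal is the 460 over 535 nm emission ratio of beta-lactamase substrate; 0% = agonist plus DMSO wells and 100% = wells without agonist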
5HT1a antag – antagonists of human 5-HT1a serotonin receptor | inhibition, % at 10 µM | AID 612 | hit rate 0.68% among 62,000 | P08908 | CHO 5-HT1a Ga15 NFAT-bla reporter, antagonist mode;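 active means inhibition above the mean of all tested compounds plus 3 SD, cut at about 43% in these data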;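 further: receptor stimulated by 5-CT agonist at 100 nM near EC80; beta-lactamase reporter measured by ratiometric fluorescence of a cleavable substrate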
Target sequence (P08908 whole entry, looked up): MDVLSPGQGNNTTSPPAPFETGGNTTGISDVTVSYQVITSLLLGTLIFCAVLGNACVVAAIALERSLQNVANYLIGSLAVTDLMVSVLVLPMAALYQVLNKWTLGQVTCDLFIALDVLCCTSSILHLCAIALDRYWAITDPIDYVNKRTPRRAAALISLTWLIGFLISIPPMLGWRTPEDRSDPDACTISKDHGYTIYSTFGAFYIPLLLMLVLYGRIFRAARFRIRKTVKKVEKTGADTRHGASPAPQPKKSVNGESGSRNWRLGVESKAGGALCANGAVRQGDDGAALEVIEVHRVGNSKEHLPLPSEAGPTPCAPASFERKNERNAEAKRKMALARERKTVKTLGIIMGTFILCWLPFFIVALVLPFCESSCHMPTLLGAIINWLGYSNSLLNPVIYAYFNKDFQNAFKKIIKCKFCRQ
M1 antagonist – M1 muscarinic receptor (rat) antagonism; P08482; CHO-M1 cells, Fluo-4 calcium, ACh EC80 antagonist mode; active compounds read low; B-score at 10 µM; hit rate 3.4% among 64,000;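 active means calcium fluorescence response, raw or row-and-column corrected B-score, differing from the plate sample mean either way at a set confidence level, mostly lower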
S1P1 ag-PAM – activates or potentiates agonism at human S1P1 receptor | AID 449 | P21453 | S1P1 CRE-bla cells, forskolin, beta-lactamase FRET, potentiator mode; S1P1 agonist co-added at EC20, 2 nM; 100% = saturating reference agonist, 0% = basal | hit rate 0.57% among 56,000 | activation, % at 9.5 µM;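 active means activation above a cutoff set at the mean activation of all tested compounds plus 3 SD, cut at about 54% in these data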;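 further: forskolin at 4 µM as EC80 and the EC20 agonist is SEW2871; 100% = SEW2871 at its EC100 plus forskolin at EC80; some compounds past the cut are filed as inactive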
Target sequence (P21453 whole entry, looked up): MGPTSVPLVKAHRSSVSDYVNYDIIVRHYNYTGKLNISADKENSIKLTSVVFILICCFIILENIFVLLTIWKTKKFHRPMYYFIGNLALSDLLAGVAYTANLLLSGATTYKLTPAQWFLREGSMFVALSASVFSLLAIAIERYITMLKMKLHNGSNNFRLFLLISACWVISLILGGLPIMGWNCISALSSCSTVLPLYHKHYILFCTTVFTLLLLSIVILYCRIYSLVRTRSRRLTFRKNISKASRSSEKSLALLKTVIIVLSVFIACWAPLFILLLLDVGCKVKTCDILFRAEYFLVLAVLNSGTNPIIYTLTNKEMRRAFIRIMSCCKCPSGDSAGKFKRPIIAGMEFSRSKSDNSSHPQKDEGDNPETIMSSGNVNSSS
5HT1a ag – activates the human 5-HT1a serotonin receptor; CHO 5-HT1a Ga15 NFAT-bla reporter, FRET ratio; 0% basal, 100% maximal reference agonist; AID 567; hit rate 0.56% among 65,000; activation, % at 10 µM; P08908;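 active means activation above the screen-wide mean activation plus 3 SD, cut at about 19% in these data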;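 further: 0% = DMSO wells and 100% = 5-CT at EC100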
HTR1E agonist – activates the human 5-HT1E serotonin receptor | hit rate 0.69% among 65,000 | activation, % at 6 µM | CHO 5-HT1E Ga15 NFAT-bla reporter, FRET; 0% DMSO wells, 100% control agonist wells | P28566;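 active means activation above a set limit, the screen-wide mean activation plus 3 SD, cut at about 8.5% in these data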;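 further: 100% = positive control agonist at 1 µM giving full maximal response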
S1P3 ag – activates the human S1P3 receptor; Q99500; S1P3 NFAT-BLA reporter cells, agonism, FRET ratio; relative to 1 µM S1P, basal subtracted; activation, % at 4.5 µM; hit rate 0.1% among 60,000; AID 373;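 active means activation above the screen-wide mean plus 3 SD, cut at about 4.5% in these data, passing the limit was not always enough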; further: some compounds called inactive have numbers as strong as hits
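material = human S1P3 NFAT-BLA reporter CHO cells | schedule = 4 h compound at 37 °C, 2 h substrate at RT | measured by = fluorescent BLA substrate, ex 405 nm, em 460/535 nm ratio | controls = 1 µM S1P reference | replication = primary once, confirmation triplicate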
M1 ag – agonists of M1 muscarinic receptor; CHO-M1 cells, Fluo-4 calcium fluorescence, agonist mode; active compounds read high; B-score at 10 µM; hit rate 3% among 64,000; AID 626;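 active means fluorescence rise, raw or as B-score row- and column-corrected plate score, outside the 99.7% band of its plate's samples, either direction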
Jurkat tox 60K – cytotoxic compounds reducing Jurkat cell viability; Jurkat E6.1 viability, ATP luminescence, 48 h; inhibition, % at 4 µM; hit rate 1.2% among 56,000;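 active means inhibition above the mean inhibition of all tested compounds plus 3 SD, cut at about 28% in these data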
Numbers without * were called inactive.

What do the screens show for `NS(=O)(=O)c1ccc(CCNC(=O)c2cccnc2)cc1`?
HTR1E antagonist: -8; 5HT1a antag: -6; M1 antagonist: -0.12; S1P1 ag-PAM: 10; 5HT1a ag: -0.7; HTR1E agonist: 0.5; S1P3 ag: -1.0; M1 ag: 0.025; Jurkat tox 60K: 4

How did CCOc1ccccc1-n1c(SCC(=O)N2CCCC2)nnc1-c1ccoc1C do in these assays?
HTR1E antagonist: 3; 5HT1a antag: 21; M1 antagonist: 0.46; S1P1 ag-PAM: 10; 5HT1a ag: -1.6; HTR1E agonist: 0.6; S1P3 ag: -0.8; M1 ag: 0.25; Jurkat tox 60K: -3

What do the screens show for `CCCNC(=O)c1n[nH]c(=O)c2ccccc12`?
HTR1E antagonist: 0; 5HT1a antag: 2; M1 antagonist: -0.21; S1P1 ag-PAM: 1; 5HT1a ag: -2.1; HTR1E agonist: -1.1; S1P3 ag: -0.8; M1 ag: -0.12; Jurkat tox 60K: 8

Results for COC(=O)c1ccc(Oc2cc(C)nc(-n3nc(C)cc3C)n2)cc1 ?
HTR1E antagonist: 90*; 5HT1a antag: 65*; M1 antagonist: -0.3; S1P1 ag-PAM: -15; 5HT1a ag: -3.0; HTR1E agonist: -0.9; S1P3 ag: -0.5; M1 ag: 0.18; Jurkat tox 60K: 100*

What do the screens show for `COc1ccccc1CNC(=O)COC(=O)c1cnccn1`?
HTR1E antagonist: -4; 5HT1a antag: -6; M1 antagonist: -0.43; S1P1 ag-PAM: 14; 5HT1a ag: -0.9; HTR1E agonist: -0.6; S1P3 ag: 0.4; M1 ag: -0.18; Jurkat tox 60K: -4

How did O=C1CCCc2c1[nH]c1c(Br)cccc21 do in these assays?
HTR1E antagonist: -8; 5HT1a antag: -15; M1 antagonist: -0.15; S1P1 ag-PAM: -17; 5HT1a ag: -6.0; HTR1E agonist: 0.0; S1P3 ag: -0.6; M1 ag: 1.4; Jurkat tox 60K: -1

Results for O=C(Cn1c(=O)sc2ccccc21)NCCOc1ccccc1F ?
HTR1E antagonist: 5; 5HT1a antag: -2; M1 antagonist: -0.57; 5HT1a ag: -4.9; HTR1E agonist: -0.5; M1 ag: 0.33

How did CCOc1ccc(N2C(=O)c3cccnc3C2=O)cc1 do in these assays?
HTR1E antagonist: -6; 5HT1a antag: 11; M1 antagonist: -0.037; S1P1 ag-PAM: -6; 5HT1a ag: -0.7; HTR1E agonist: 0.3; S1P3 ag: -0.8; M1 ag: -0.057; Jurkat tox 60K: -1

How did O=C(COC(=O)c1n[nH]c2ccccc12)NC(=O)NC1CCCCC1 do in these assays?
HTR1E antagonist: -7; 5HT1a antag: -2; M1 antagonist: 0.07; S1P1 ag-PAM: -12; 5HT1a ag: 5.5; HTR1E agonist: -0.3; S1P3 ag: 1.4; M1 ag: 0.42; Jurkat tox 60K: -2

How did COC(=O)c1cc(/C=C/c2ccccc2)on1 do in these assays?
HTR1E antagonist: -6; 5HT1a antag: -1; M1 antagonist: 0.017; S1P1 ag-PAM: -24; 5HT1a ag: -3.4; HTR1E agonist: 1.3; S1P3 ag: -0.3; M1 ag: 0.25; Jurkat tox 60K: 2

Results for C=CCSc1nc2c(c(=O)[nH]c(=O)n2C)n1C(C)C ?
HTR1E antagonist: 15; 5HT1a antag: -8; M1 antagonist: -2.9; S1P1 ag-PAM: -39; 5HT1a ag: -0.9; HTR1E agonist: -0.7; S1P3 ag: -0.2; M1 ag: -0.034; Jurkat tox 60K: 4

What do the screens show for `O=C(O)CCN1C(=O)CC2(CCCCC2)C1=O`?
HTR1E antagonist: 17; 5HT1a antag: 6; M1 antagonist: -0.0042; S1P1 ag-PAM: 0; 5HT1a ag: -2.3; HTR1E agonist: 9.8*; S1P3 ag: -0.4; M1 ag: -0.08; Jurkat tox 60K: 8

Results for CCOC(=O)CSc1ccc2nnc(-c3ccncc3)n2n1 ?
HTR1E antagonist: 0; 5HT1a antag: -2; M1 antagonist: 0.019; S1P1 ag-PAM: 5; 5HT1a ag: -0.7; HTR1E agonist: 0.5; S1P3 ag: 0.1; M1 ag: -0.57; Jurkat tox 60K: -6

Results for Cc1csc(NC(=O)CCC(=O)N(CC(=O)NC2CCCC2)Cc2ccco2)n1 ?
HTR1E antagonist: -7; 5HT1a antag: 3; M1 antagonist: -0.046; S1P1 ag-PAM: -11; 5HT1a ag: -0.1; HTR1E agonist: -0.8; S1P3 ag: 0.9; M1 ag: -0.18; Jurkat tox 60K: -5

How did CCN1CCN(c2ccc(NC(=O)COc3ccccc3Cl)cc2)CC1 do in these assays?
HTR1E antagonist: -10; 5HT1a antag: 5; M1 antagonist: -9*; S1P1 ag-PAM: -17; 5HT1a ag: -0.6; HTR1E agonist: -2.4; S1P3 ag: -1.4; M1 ag: 0.0017; Jurkat tox 60K: 4

Results for O=C(Nc1ccc(N2C(=O)C3C4C=CC(C4)C3C2=O)cc1)Nc1nncs1 (configuration not stated) ?
HTR1E antagonist: -5; 5HT1a antag: -6; M1 antagonist: 0.03; S1P1 ag-PAM: -9; 5HT1a ag: -3.8; HTR1E agonist: 1.1; S1P3 ag: -0.5; M1 ag: -0.65; Jurkat tox 60K: 1

Results for Cc1cc(C)nc(SCc2nnc(SCC(=O)Nc3ccc(C)c(C)c3)o2)n1 ?
HTR1E antagonist: 2; 5HT1a antag: 1; M1 antagonist: -0.2; S1P1 ag-PAM: -14; 5HT1a ag: -3.2; HTR1E agonist: -0.8; S1P3 ag: -0.7; M1 ag: -0.44; Jurkat tox 60K: -5

How did CC1(C)Cc2cccc(OCC(=O)N3CCN(S(=O)(=O)c4ccccc4)CC3)c2O1 do in these assays?
HTR1E antagonist: -3; 5HT1a antag: 1; S1P1 ag-PAM: -8; 5HT1a ag: 0.1; HTR1E agonist: 0.3; S1P3 ag: 0.7; Jurkat tox 60K: 2

How did Cc1cc(C(=O)Nc2sc(C)c(C)c2C#N)no1 do in these assays?
HTR1E antagonist: 2; 5HT1a antag: 19; M1 antagonist: -0.74; S1P1 ag-PAM: 0; 5HT1a ag: -0.8; HTR1E agonist: -0.8; S1P3 ag: -0.7; M1 ag: 0.52; Jurkat tox 60K: 0

What do the screens show for `O=C(O)c1c2c(nc3ccc(S(=O)(=O)N4CCC(C(=O)N5CCCCC5)CC4)cc13)CCCC2`?
HTR1E antagonist: 2; 5HT1a antag: 5; M1 antagonist: 0.22; S1P1 ag-PAM: -18; 5HT1a ag: -1.0; HTR1E agonist: -0.5; S1P3 ag: -0.5; M1 ag: 0.68; Jurkat tox 60K: -4

Results for COc1cc(C2C(C#N)=C(N)OC3=C2C(=O)CCC3)ccc1OC(=O)N1CCOCC1 (configuration not stated) ?
HTR1E antagonist: -6; 5HT1a antag: -8; M1 antagonist: 0.32; S1P1 ag-PAM: -11; 5HT1a ag: -3.0; HTR1E agonist: 1.6; S1P3 ag: 0.4; M1 ag: -1.5; Jurkat tox 60K: 5

What do the screens show for `CC(=O)c1cccc(NC(=O)NC(C)c2ccncc2)c1` (configuration not stated)?
HTR1E antagonist: 1; 5HT1a antag: 14; M1 antagonist: -0.12; S1P1 ag-PAM: -3; 5HT1a ag: -0.7; HTR1E agonist: -0.2; S1P3 ag: -0.7; M1 ag: -0.67; Jurkat tox 60K: -7

Results for Clc1ccc(OCc2nc(-c3ccccn3)n[nH]2)cc1 ?
HTR1E antagonist: -2; 5HT1a antag: 6; M1 antagonist: -0.043; S1P1 ag-PAM: 2; 5HT1a ag: 1.6; HTR1E agonist: -0.7; S1P3 ag: 1.6; M1 ag: -0.23; Jurkat tox 60K: -4

What do the screens show for `COc1cccc(OCc2nnc(SC)n2C)c1`?
HTR1E antagonist: 4; 5HT1a antag: 0; M1 antagonist: -0.4; S1P1 ag-PAM: 6; 5HT1a ag: -3.1; HTR1E agonist: -0.9; S1P3 ag: -1.7; M1 ag: -0.13; Jurkat tox 60K: -2

What do the screens show for `O=C(COc1ccc(Cl)cc1Cl)Nc1ccc(Cl)cn1`?
HTR1E antagonist: -13; 5HT1a antag: -8; M1 antagonist: 0.14; S1P1 ag-PAM: -10; 5HT1a ag: -1.0; HTR1E agonist: 0.6; S1P3 ag: 0.1; M1 ag: -1; Jurkat tox 60K: -7

How did Cc1cc(NC(=O)CCC(=O)N(Cc2ccco2)C2(C(=O)NC3CCCCC3)CCN(C)CC2)no1 do in these assays?
HTR1E antagonist: -2; 5HT1a antag: 10; M1 antagonist: -0.0096; S1P1 ag-PAM: -15; 5HT1a ag: -0.8; HTR1E agonist: -0.1; S1P3 ag: -0.3; M1 ag: 0.034; Jurkat tox 60K: -1

Results for Cc1n[nH]c(C)c1S(=O)(=O)N1CCCCCC1 ?
HTR1E antagonist: -5; 5HT1a antag: 2; M1 antagonist: 0.17; 5HT1a ag: 0.0; HTR1E agonist: -0.5; M1 ag: 0.44

What do the screens show for `CCCCN(CC)C(=O)CSc1cc(=O)n(C)c2ccccc12`?
HTR1E antagonist: -5; 5HT1a antag: -20; M1 antagonist: 0.6; S1P1 ag-PAM: 9; 5HT1a ag: 1.0; HTR1E agonist: 0.8; S1P3 ag: -0.3; M1 ag: 0.75; Jurkat tox 60K: -2

Results for Cc1ccc2nc(NC(=O)C3CCN(S(=O)(=O)c4cccc5nsnc45)CC3)sc2c1 ?
HTR1E antagonist: 12; 5HT1a antag: -12; M1 antagonist: -0.72; S1P1 ag-PAM: 26; 5HT1a ag: 8.6; HTR1E agonist: 1.6; S1P3 ag: 0.6; M1 ag: 0.046; Jurkat tox 60K: 1

How did CCC(=O)N1CCN(c2cc3c(cc2F)c(=O)c(C(=O)O)cn3CC)CC1 do in these assays?
HTR1E antagonist: -3; 5HT1a antag: -3; M1 antagonist: 0.32; S1P1 ag-PAM: -7; 5HT1a ag: -3.7; HTR1E agonist: 0.6; S1P3 ag: -0.7; M1 ag: -0.14; Jurkat tox 60K: -13

How did Cc1nn(Cc2ccccc2Cl)c(C)c1C(=O)NC1=NCCS1 do in these assays?
HTR1E antagonist: 2; 5HT1a antag: -6; M1 antagonist: -1.7; S1P1 ag-PAM: 10; 5HT1a ag: 0.3; HTR1E agonist: -0.4; S1P3 ag: 2.1; M1 ag: 0.94; Jurkat tox 60K: -9

What do the screens show for `COc1ccc(-c2cc3ccccc3n2CC(O)Cn2nc(C)cc2C)cc1` (configuration not stated)?
HTR1E antagonist: -4; 5HT1a antag: 14; M1 antagonist: 0.98; 5HT1a ag: -1.0; HTR1E agonist: -0.5; M1 ag: -0.1

How did Cc1cccc(N2C(=O)CC(N3CCN(Cc4ccc5c(c4)OCO5)CC3)C2=O)c1 (configuration not stated) do in these assays?
HTR1E antagonist: -1; 5HT1a antag: -20; M1 antagonist: -0.92; S1P1 ag-PAM: -24; 5HT1a ag: -2.0; HTR1E agonist: -0.2; S1P3 ag: -1.2; M1 ag: -0.13; Jurkat tox 60K: -1

How did CCCc1nc2c(sc3nc4c(cc32)COC(C)(C)C4)c(=O)n1Cc1ccco1 do in these assays?
HTR1E antagonist: -3; 5HT1a antag: 4; M1 antagonist: 0.44; S1P1 ag-PAM: 8; 5HT1a ag: -3.0; HTR1E agonist: -0.1; S1P3 ag: -0.5; M1 ag: 0.65; Jurkat tox 60K: 19
